Assay outcomes as filed in PubChem BioAssay.
BRCA1 expr up = BRCA1 expression activation; AID 624202; MCF7-BRCA1-FFLuc reporter, luminescence, 48 h; response scale: scaled: vehicle 0%, 10 µM genistein 100%; actives 1.1% (n = 380,000); Potency, µM (highest dose often 46.1 µM), without a hit: at the top dose activation, hits mostly activators; note: potency is the fitted concentration of half-maximal effect; nearly all actives have a fitted effect of over 80% in size; some results filed as inactive show a strong effect at the top dose
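Compounds are tested at multiple concentrations on MCF7 BRCA1-luciferase reporter cells seeded at 2000 per well; after 48 h, a single luminescence end-point is taken and curves fitted to the normalized data.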
a7 integrin act = integrin-mediated muscular dystrophy alleviation activation. alpha7betagal myoblasts, beta-gal FDG fluorescence, 48 h. Potency, µM (doses to about 38.3 µM), for the others: at the top dose activation, actives largely listed as activators. actives 0.064% (n = 350,000). AID 624291;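 note: potency is the fitted concentration of half-maximal effect; 100% = response of the positive control SU9516; nearly all actives have a fitted effect of over 60% in size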
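Alpha7betagal+/- myoblasts (passage 13) were plated 16-24 hr, then exposed to compounds (1:260 dilution of DMSO stock) for 48 hours at 37C. After MPER lysis, β-galactosidase reporter activity was read as FDG fluorescence (ex 480/em 540) after 30 minutes.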
CXXC DNA block = blocks binding of human MLL CXXC domain to DNA | Q03164 | MLL-CXXC / FITC-HOXA9 DNA fluorescence polarization | Potency, µM (doses to about 115 µM), inactives show at the top dose activity change, negative = inhibition, hits mostly inhibitors | actives 0.037% (n = 290,000) | AID 2662; active = well fitted inhibition curve with a large enough effect in the polarisation, with a control signal flat, not every such curve was filed as active; inconclusive = small, poorly fitted or top-dose-only effect, or effect the other way, or a change in a side signal; inactive = no such curve, though single readings can be large or run the other way; the % refers to the polarisation; note: potency is the fitted concentration of half-maximal effect
Target sequence (Q03164 whole entry, looked up, the tested form may be a part): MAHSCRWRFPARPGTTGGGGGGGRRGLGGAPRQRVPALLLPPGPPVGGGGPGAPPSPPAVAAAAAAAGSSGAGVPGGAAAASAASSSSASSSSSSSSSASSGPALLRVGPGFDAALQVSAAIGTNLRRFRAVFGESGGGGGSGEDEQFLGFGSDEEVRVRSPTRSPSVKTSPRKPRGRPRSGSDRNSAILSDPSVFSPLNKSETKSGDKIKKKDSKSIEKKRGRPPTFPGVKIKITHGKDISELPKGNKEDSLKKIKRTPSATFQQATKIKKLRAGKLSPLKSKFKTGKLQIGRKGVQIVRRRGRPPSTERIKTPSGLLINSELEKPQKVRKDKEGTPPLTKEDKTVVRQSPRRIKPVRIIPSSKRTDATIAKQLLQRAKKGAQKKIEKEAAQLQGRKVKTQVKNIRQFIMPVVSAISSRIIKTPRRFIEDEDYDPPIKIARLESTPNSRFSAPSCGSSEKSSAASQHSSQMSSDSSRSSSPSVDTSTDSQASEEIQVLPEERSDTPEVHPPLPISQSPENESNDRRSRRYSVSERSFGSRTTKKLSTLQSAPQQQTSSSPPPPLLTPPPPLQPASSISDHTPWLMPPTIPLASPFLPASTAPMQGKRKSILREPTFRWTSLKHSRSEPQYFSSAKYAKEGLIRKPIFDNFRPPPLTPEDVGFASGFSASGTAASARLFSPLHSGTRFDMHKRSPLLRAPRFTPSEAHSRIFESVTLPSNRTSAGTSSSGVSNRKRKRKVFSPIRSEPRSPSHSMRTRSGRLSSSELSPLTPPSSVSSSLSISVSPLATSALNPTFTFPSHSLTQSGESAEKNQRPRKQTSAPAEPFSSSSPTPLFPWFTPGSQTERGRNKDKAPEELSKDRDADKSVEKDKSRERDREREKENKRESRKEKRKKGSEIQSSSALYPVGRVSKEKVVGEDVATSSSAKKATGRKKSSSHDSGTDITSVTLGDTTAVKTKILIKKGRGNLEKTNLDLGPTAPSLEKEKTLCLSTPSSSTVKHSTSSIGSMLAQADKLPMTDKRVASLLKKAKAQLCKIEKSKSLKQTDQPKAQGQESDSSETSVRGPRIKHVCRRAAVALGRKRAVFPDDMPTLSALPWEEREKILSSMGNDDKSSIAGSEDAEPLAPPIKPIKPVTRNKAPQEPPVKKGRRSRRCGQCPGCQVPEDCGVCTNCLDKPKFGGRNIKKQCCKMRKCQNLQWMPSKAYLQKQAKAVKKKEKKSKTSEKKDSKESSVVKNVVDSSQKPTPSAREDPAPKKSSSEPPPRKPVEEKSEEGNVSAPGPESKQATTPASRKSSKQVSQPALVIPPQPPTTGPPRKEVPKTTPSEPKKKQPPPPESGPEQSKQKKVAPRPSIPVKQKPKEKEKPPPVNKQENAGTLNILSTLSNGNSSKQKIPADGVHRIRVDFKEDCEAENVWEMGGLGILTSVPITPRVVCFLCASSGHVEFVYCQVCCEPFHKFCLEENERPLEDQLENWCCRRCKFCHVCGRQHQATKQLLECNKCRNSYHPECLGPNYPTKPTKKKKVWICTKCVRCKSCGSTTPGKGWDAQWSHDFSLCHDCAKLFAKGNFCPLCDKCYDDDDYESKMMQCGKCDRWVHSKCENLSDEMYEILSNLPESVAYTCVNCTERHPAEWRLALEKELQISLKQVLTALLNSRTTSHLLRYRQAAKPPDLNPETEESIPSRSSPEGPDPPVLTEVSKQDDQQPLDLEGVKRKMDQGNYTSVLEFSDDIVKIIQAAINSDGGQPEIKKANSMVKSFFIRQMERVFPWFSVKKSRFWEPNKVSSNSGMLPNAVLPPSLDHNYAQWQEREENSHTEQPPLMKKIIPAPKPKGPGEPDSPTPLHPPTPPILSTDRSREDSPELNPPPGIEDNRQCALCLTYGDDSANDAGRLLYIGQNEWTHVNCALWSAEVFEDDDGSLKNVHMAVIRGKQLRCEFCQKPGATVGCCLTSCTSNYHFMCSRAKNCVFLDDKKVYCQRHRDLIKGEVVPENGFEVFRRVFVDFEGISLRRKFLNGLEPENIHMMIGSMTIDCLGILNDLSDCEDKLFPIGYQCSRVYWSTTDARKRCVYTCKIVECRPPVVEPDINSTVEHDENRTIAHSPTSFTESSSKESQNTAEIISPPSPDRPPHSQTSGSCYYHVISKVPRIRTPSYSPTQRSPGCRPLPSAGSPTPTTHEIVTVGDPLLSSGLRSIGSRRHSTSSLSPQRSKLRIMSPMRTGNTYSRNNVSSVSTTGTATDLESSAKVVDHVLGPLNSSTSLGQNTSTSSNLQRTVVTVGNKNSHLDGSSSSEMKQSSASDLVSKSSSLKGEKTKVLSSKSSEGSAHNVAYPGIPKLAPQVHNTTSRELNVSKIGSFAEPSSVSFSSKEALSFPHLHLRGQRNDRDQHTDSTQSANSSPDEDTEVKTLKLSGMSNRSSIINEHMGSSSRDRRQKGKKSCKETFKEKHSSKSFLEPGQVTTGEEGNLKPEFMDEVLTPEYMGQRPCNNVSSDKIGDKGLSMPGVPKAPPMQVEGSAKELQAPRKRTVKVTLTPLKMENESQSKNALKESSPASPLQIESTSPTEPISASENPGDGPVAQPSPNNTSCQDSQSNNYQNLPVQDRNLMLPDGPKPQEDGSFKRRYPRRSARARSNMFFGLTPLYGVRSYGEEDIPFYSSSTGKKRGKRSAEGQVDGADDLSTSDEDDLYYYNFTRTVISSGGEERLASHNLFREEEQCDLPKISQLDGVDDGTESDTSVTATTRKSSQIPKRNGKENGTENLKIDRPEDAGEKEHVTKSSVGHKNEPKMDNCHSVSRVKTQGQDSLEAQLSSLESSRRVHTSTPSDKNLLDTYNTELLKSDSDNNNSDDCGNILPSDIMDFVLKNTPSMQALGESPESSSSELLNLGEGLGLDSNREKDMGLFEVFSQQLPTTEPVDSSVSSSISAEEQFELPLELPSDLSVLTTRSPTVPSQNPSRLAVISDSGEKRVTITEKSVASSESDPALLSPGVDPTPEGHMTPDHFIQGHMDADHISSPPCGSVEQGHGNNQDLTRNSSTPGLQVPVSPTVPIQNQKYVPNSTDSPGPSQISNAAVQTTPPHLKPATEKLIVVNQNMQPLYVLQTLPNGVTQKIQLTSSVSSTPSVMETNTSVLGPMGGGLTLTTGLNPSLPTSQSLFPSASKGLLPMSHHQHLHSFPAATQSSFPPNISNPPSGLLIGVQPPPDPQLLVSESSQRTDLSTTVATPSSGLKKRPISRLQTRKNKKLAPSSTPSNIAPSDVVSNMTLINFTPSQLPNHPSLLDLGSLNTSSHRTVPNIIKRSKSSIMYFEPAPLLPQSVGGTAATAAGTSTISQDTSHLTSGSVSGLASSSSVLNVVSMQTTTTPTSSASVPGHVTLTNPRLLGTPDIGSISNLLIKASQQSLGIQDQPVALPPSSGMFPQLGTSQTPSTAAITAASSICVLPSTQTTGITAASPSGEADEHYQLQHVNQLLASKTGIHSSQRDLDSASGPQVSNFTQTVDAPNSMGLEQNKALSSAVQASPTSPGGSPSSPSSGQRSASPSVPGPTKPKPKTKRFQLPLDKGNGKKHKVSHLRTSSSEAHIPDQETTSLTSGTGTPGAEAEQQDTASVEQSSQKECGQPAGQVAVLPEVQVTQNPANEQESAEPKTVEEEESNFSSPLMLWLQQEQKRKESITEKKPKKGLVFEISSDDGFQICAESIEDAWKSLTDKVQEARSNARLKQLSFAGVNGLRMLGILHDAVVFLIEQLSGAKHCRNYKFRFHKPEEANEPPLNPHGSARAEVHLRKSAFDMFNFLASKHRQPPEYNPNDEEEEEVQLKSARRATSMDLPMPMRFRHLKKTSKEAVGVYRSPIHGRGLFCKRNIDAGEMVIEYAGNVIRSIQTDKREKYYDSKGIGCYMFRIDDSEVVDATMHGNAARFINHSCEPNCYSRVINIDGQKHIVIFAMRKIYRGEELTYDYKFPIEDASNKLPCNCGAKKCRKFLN
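Purified MLL-CXXC (added from a 7 uM solution) was preincubated 5 min at ambient with pinned compounds in 50 mM Tris-HCl pH 7.5, 50 mM NaCl, 1 mM DTT, 0.05% BSA. Fluorescein-labeled HOX-A9 DNA (50 nM solution) followed, 30 min, then polarization read.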
p53 reactivator = mutant p53 re-activation in reporter cells. Potency, µM (doses to about 92.2 µM), for inactives: at the top dose activity change, positive = activation, usual class: activators. H1299 p53-A138V BP100-luciferase reporter, luminescence, 24 h. actives 0.063% (n = 320,000); note: potency is the fitted concentration of half-maximal effect; % of control where 0% means no effect; nearly all actives have a fitted effect of over 45% in size
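H1299 (p53-null), stable ts p53-A138V + BP100-Luc; 1000 cells/well, Opti-MEM/10% FBS; cpd 4 pt, 1:5; 24 h, 37 deg C, 5% CO2; detection reagent 10 min RT; luminescence.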
AT treatment = potential ataxia-telangiectasia treatment. […] A-T fibroblasts, KAP-1 phosphorylation AlphaLISA; neocarzinostatin DNA damage 30 min before lysis. Potency, µM (top dose mostly 57.5 µM), for the others: at the highest dose activation, hits mostly activators. actives 0.19% (n = 320,000). AID 485349; note: potency is the fitted concentration of half-maximal effect; % of control where 0% means no effect; nearly all actives have a fitted effect of over 45% in size
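hTERT-immortalized A-T patient fibroblasts ([…]), 500 cells/well in OPTI-MEM, 1% FBS, got compounds for 60 min, then NCS for 30 min at 37C. Lysates were then assayed for phospho-KAP-1 by AlphaLISA (anti-pKAP1 donor, anti-KAP1 acceptor beads), 6 hr at 25C.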
ELG1 repair inh = ELG1-dependent DNA repair inhibition; HEK293T ELG1-luciferase reporter, luminescence, 16 h; DNA damage induced by 5-fluorouridine; Potency, µM (series often up to 46.1 µM), inactives show top-dose activity change, negative = inhibition, usual class: inhibitors; actives 2.3% (n = 330,000); note: potency is the fitted concentration of half-maximal effect; % is set by controls: 0 for no effect and ±100 for the full control effect; nearly all actives have a fitted effect of over 55% in size
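Cells (2,000 per well) received 5-fluorouridine plus test compound or DMSO and were incubated 16 hr at 37 °C, 5% CO2. Luciferase activity was read by luminescence 30 min after ONE-Glo addition; signal suppression marked inhibition of damage-induced ELG1 function.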
TRPV1 agonist = activates the human vanilloid receptor TRPV1; Q8NER1; TRPV1-expressing cells, Fluo-8 calcium influx, agonist mode; activation, % at 8.33 µM; actives 0.19% (n = 320,000); AID 540275; in the data active = activation above about 80%; inconclusive = between about 30% and that limit; note: 0% is about no effect
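TRPV1-expressing cells were cultured overnight at 35.5C and loaded with Fluo-8 calcium dye for 40 to 90 min at room temperature. After a 10 s baseline, compound was added and calcium influx was read kinetically for 3 min (ex 480/em 520 nm).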
TCR activator = activators of T cell receptors. primary human leukocytes, anti-CD3, IL-2 HTRF, 48 h. AID 504894. Potency, µM (highest dose often 9.22 µM), without a hit: at the highest dose activation of IL-2 secretion, actives largely listed as activators. 330,000 tested, under 10 active; note: % of control where 0% means no effect
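Primary human leukocytes were stimulated with a-CD3 beads plus compounds for 48 hr without co-stimulation; secreted IL-2 was quantified by HTRF using a-IL-2-K (europium cryptate) and a-IL-2-d2, excited at 320nm with acceptor emission read at 665nm.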
TSG101-PTAP inh = blocks PTAP/TSG101 interaction to inhibit HIV-1 budding. 340,000 tested, under 10 active. Fluorescence polarization, FITC-PTAP peptide / Tsg101 binding. Q99816. AID 493005. Potency, µM (highest dose often 115 µM), for inactives: at the top dose activity change, negative = inhibition, hits mostly inhibitors; active = well fitted inhibition curve with a large enough effect in the main read-out, with a control signal flat, not every such curve was filed as active; inconclusive = small, poorly fitted or top-dose-only effect, or effect the other way, or a change in a side signal; inactive = no such curve, though single readings can be large or run the other way; note: potency is the fitted concentration of half-maximal effect; % of control where 0% means no effect
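Fluorescence anisotropy tracks displacement of a FITC-tagged PTAP peptide (50 nM) from the Tsg101 binding domain (10 uM), following a 20 min room-temperature incubation at pH 7.5.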
B2AR arrestin = recruits beta-arrestin to the human beta2-adrenergic receptor; P07550; beta-arrestin recruitment to beta2AR, cell-based reporter; Potency, µM (series often up to 46.1 µM), without a hit: at the top dose activation, most hits filed as activators; actives 0.02% (n = 330,000); AID 492947;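 note: potency is the fitted concentration of half-maximal effect; 0% = DMSO controls and full agonism = EC100 isoproterenol or metaproterenol; nearly all actives have a fitted effect of over 65% in size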
* hit, by the source's call; ? = inconclusive; / = not tested or not shown; & = joins results of further samples; [ ] = dose if it differs, or a comment. Unless noted, calls come from the whole dose curve; as a rule, active = well fitted curve in the direction sought with a large enough effect; inconclusive = small, poorly fitted or top-dose-only effect, or another doubt; inactive = no such curve, though single readings can be large; an effect the other way counts as inactive or inconclusive.

Below each compound – BRCA1 expr up	a7 integrin act	CXXC DNA block	p53 reactivator	AT treatment	ELG1 repair inh	TRPV1 agonist	TCR activator	TSG101-PTAP inh	B2AR arrestin
- Cc1ccc(C(=O)N[C@H](C(=O)OCc2cc(=O)n3c(n2)sc2ccccc23)C(C)C)cc1
  8%	-8%	5%	6%	-2%	-2%	1	-4%[46.1 µM]	-1%	-0.4%
- O=C(NCCCN1CCOCC1)c1onc(CSc2nc3ccccc3[nH]2)c1C(=O)NCCCN1CCOCC1
  10%	-16%	-4%	/	10%	?	-3	-5%	-2%	-0.3%
- O=C(CNC(=O)c1cccc(F)c1)NC1CC1
  5%	36%	/	12%	11%	16%	/	-1%[46.1 µM]	0%	-0.1%
- O=C(NC1CCCCC1)C(c1ccccc1)N(Cc1ccc2c(c1)OCO2)C(=O)c1cnsn1 (configuration not stated)
  -41%	32%	0%	4%	/	-13%	?	-5%[46.1 µM]	0%	-0.4%
- CCOC(=O)CCC(=O)Nc1ccc(S(=O)(=O)N2CCC(C)CC2)cc1
  -2%	11%	7%	-3%	3%	3%	18	1%[46.1 µM]	-3%	-0.6%
- COc1ccc2oc(C(F)(F)C(F)F)cc(=O)c2c1
  -2%	4%	3%	-3%	-6%	2%	1	1%	-4%	0.3%
- CC(C)(C)OC(=O)NCCCC[C@H](NC(=O)c1[nH]cnc1C(=O)Nc1ccc(CNC(=O)OC(C)(C)C)cc1)C(=O)OC(C)(C)C
  -9%	-23%	10%	2%	19%	?	4	-5%	53%[activator]	-0.4%
- CC(=O)[C@H]1[C@H](CCc2ccccc2)NC(=O)N(Cc2ccccc2)[C@@H]1C
  0%	-19%	7%	3%	-16%	1%	4	2%	-8%	0.0%
- O=C(NC1CCS(=O)(=O)C1)c1cccc(Cl)c1 (configuration not stated)
  -3%	25%	/	0%	3%	?	-3	0%	-5%	-0.1%
- Cc1sc2nc(CSCC(=O)N3CC(C)OC(C)C3)[nH]c(=O)c2c1C (configuration not stated)
  -27%	-5%	/	0%	-2%	3%	0	-9%	-1%	0.3%
- O=C(/C=C/c1cccc(C(F)(F)F)c1)N1CCN(c2ccccn2)CC1
  -40%	-55%[inhibitor]	3%	-45%[inhibitor]	14%	1%	7	-4%	0%	4.9%
- COc1cc(CNC2CCCCC2)c(Br)cc1OC1CCCC1
  -18%	-47%	-1%	-3%	0%	-2%	2	6%	1%	4.8%
- O=C(NNC(=O)c1cc(-c2ccncc2)nc2ccccc12)c1cccc(Cl)c1
  -22%	-12%	/	1%	13%	?	4	6%	-1%	0.1%
- CC1CCN(C(=O)CN2C(=O)COc3ccc(Cl)cc32)CC1
  17%	27%	-12%	-4%	-1%	9%	3	-1%	-2%	0.3%
- COc1ccc(CCC(C)N2CCc3ccccc3C2)cc1 (configuration not stated)
  -9%	22%	1%	12%	5%	1%	-1	/	-6%	-0.4%
- COc1ccc(/C(C)=N/NS(=O)(=O)c2cc(C)ccc2C)c(OC)c1
  -10%	5%	1%	-2%	0%	-14%	-3	-3%	-1%	0.4%
- COc1cccc(CN2CCN(Cc3cc4ccccc4o3)CC2CCO)c1 (configuration not stated)
  -10%	0%	4%	/	0%	-3%	1	-2%	-2%	0.5%
- CC(=O)NCCc1nc2cc(NC(=O)c3ccccc3Cl)ccc2n1C
  ?	18%	0%	13%	-8%	?	0	1%	-2%	-0.5%
- CCOC(=O)CCSc1nc(C(C)(C)C)cc(C(F)(F)F)c1C#N
  0%	5%	3%	4%	/	-19%	13	-3%[46.1 µM]	-7%	-0.4%
- Cn1cnc2cc(NCc3ccccc3O)ccc21
  54%	25%	13%	/	2%	22%	1	/	3%	-0.3%
- COc1ccc(NS(=O)(=O)c2cc(OCC(N)=O)c(C)cc2Cl)cc1
  -17%	-24%	-5%	-14%	-4%	0%	-3	-3%[46.1 µM]	-2%	-0.7%
- Cc1cc(C(F)F)n2nc(C(=O)Nc3ccc(S(=O)(=O)N4CCCC4)cc3)nc2n1
  11%	13%	6%	-4%	-4%	11%	-7	-2%	-6%	-0.3%
- NC(=O)Nc1n[nH]c(-c2ccccc2)n1
  23%	5%	13%	4%	1%	?	-2	2%	-1%	0.3%
- CCCCCN(C(=O)CCC(=O)OCc1cccc(C)c1)c1c(N)n(CCCC)c(=O)[nH]c1=O
  -22%	-6%	/	1%	5%	0%	0	-38%	2%	-0.1%
- CCOc1cc(S(=O)(=O)NCC2OCCc3ccccc32)c(OCC)cc1-n1cnnn1 (configuration not stated)
  6%	-7%	-4%	-2%	8%	-13%	-3	2%	-11%	-0.1%
- COc1cccc(OCCOc2ccccc2[N+](=O)[O-])c1
  ?	-13%	/	/	/	/	/	3%	-1%	/
- Cc1cc(C)cc(Oc2ccc(S(=O)(=O)N3CCN(C)CC3)cn2)c1
  -9%	9%	/	2%	-1%	7%	8	-1%	-4%	-0.1%
- CC(C)(C)C1CCc2onc(C(=O)Nc3ccc(F)cc3F)c2C1 (configuration not stated)
  9%	1%	0%	6%	1%	12%	?	/	/	0.0%
- COc1cc(C(=O)N2CCN(C(=O)c3cccc4ccccc34)CC2)cc(OC)c1OC
  15%	0%	11%	-2%	-4%	-11%	-1	0%	1%	0.0%
- Cc1[nH]nc(-c2ccc(OCc3cnn(-c4ccccc4)c3)c(C)c2O)c1Oc1ccccc1
  -43%	-28%	1%	-9%	-6%	-16%	0	-3%	-4%	-1.7%
- Cn1nc(C(F)(F)F)c(-c2ccccc2)c1NC(=O)CCC(=O)O
  1%	8%	-3%	4%	-1%	12%	-2	-1%	0%	8.8%
- O=C(c1cc([N+](=O)[O-])cc([N+](=O)[O-])c1)N1CCN(Cc2ccc3c(c2)OCO3)CC1
  -34%	-3%	3%	3%	-5%	-17%	-1	/	-3%	-0.1%
- CCc1ccc(CNC(=O)C2CCC(=O)N(CCc3ccc(Cl)cc3)C2)nc1 (configuration not stated)
  -6%	-8%	-11%	-15%	10%	-1%	-7	-7%	-1%	-1.4%
- CCC(=Cc1ccccc1OC)c1ccncc1
  -31%	-30%	/	/	/	/	/	3%	-7%	/
- Cc1nn2c(-c3ccccc3)nnc2c2ccccc12
  -35%	9%	15%	5%	-4%	?	2	/	-7%	0.2%
- CC(C)c1ccccc1NC(=O)c1cccnc1
  -18%	15%	-17%	7%	12%	7%	0	0%	-4%	-1.9%
- CC(=O)c1cccc(NC(=O)c2cc(-c3ccco3)nc3ccccc23)c1
  0%	23%	27%	-2%	4%	?	20	4%	2%	-0.4%
- Cc1ccccc1C1=NC(C(F)(F)F)(C(F)(F)F)c2c(n(-c3ccc(F)cc3)c(=O)[nH]c2=O)N1
  -18%	22%	-1%	3%	3%	-24%	-2	-13%[46.1 µM]	-3%	2.3%
- Cc1nc2cc(Cl)c(Cl)cc2n1CCCO
  16%	15%	-7%	-2%	10%	?	18	0%	-2%	-0.1%
- Cn1c(CSCc2ccc(Cl)cc2Cl)n[nH]c1=S
  -2%	33%	-2%	2%	3%	-2%	-2	0%	-1%	-0.1%
- COc1ccccc1CNC(=O)Cn1c(=O)oc2cc(S(=O)(=O)N3CCCC3)ccc21
  0%&-18%	0%	-7%	1%	5%	-11%	-2	-6%	-3%	0.3%
- O=C(Nc1c(-c2ccccc2)nc2ccccn12)c1cccc(F)c1
  13%	-42%	?	0%	-5%	3%	1	-2%	-13%	0.0%
- Nc1ncnc(N2CCOCC2)n1
  25%	7%	/	/	/	/	/	-1%	-4%	/
- CC(C)(C)c1ccc(Oc2ncccc2NC(=O)c2cccs2)cc1
  -1%	90%	-7%	1%	0%	?	3	-4%	0%	-0.2%
- COc1ccc(C)cc1NC(=O)c1sc2ncnc(N3CCN(c4ccccn4)CC3)c2c1C
  -15%	-149%[inhibitor]	4%	-6%	2%	6.5µM*	1	-5%	-6%	0.1%
- CCCc1cc(=O)oc2cc(OCC(=O)NC(Cc3ccc(Cl)cc3)C(=O)O)ccc12 (configuration not stated)
  6%	-13%	8%	/	-1%	21%	5	-1%	-13%	-2.3%
- C=CCC[C@@H](Cc1ccc(F)cc1)C(=O)OC[C@@H](NC(=O)[C@@H](CC=C)CC(=O)N[C@H](CO)Cc1ccccc1)C(C)(C)C
  -45%	-7%	/	9%	2%	?	/	-2%	-5%	0.4%
- Cc1cc(N(C)C)ccc1[N+](=O)[O-]
  -17%	11%	1%	6%	-27%	0%	12	0%[46.1 µM]	-4%	-0.9%
- COC(=O)C1=C(N)Oc2cc(C)n(Cc3cccnc3)c(=O)c2C1c1ccccc1OC (configuration not stated)
  34%	-4%	0%	17%	-7%	12%	-3	-7%	-3%	0.9%
- Cc1ccc(C(=O)N(C)CC(=O)Nc2cccc(C)c2C)o1
  -5%	12%	0%	0%	-1%	0%	0	-1%	-2%	-0.2%
